Assay outcomes: PubChem, The Scripps Research Institute Molecular Screening Center
PAFAH1B2 inh: PAFAH1B2 enzyme inhibitors, primary screen, biochemical, fluorescence polarization, human; AID 492953, 2010; 340,000 compounds, 1.2% hits; recombinant PAFAH1B2, FP-rhodamine activity probe; inhibition, % at 3.39 µM;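 active means inhibition above the mean of all tested compounds plus 3 SD, cut at about 24% in these data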;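 further: 0% = enzyme with DMSO and 100% = wells lacking PAFAH1B2; many of its hits are not listed in these tables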
pPAFAH FP inh: pPAFAH enzyme inhibitors, primary screen, biochemical, fluorescence polarization, human; recombinant pPAFAH, FP-rhodamine probe fluorescence polarization; 330,000 compounds, 1.5% hits; inhibition, % at 3.39 µM; Platelet-activating factor acetylhydrolase (Homo sapiens), Q13093;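 active means inhibition above the mean inhibition across the screen plus 3 SD, cut at about 25% in these data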;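 further: inhibitors block binding of the rhodamine activity-based probe so polarization drops; 0% = enzyme with DMSO and 100% = wells lacking pPAFAH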
PAFAH2 inh: PAFAH2 enzyme inhibitors, primary screen, biochemical, fluorescence polarization, human; Platelet-activating factor acetylhydrolase 2, cytoplasmic (Homo sapiens), Q99487; recombinant PAFAH2, FP-rhodamine activity probe; inhibition, % at 3.39 µM; 340,000 compounds, 0.99% hits; AID 492956, 2010;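 active means inhibition above the mean over all tested compounds plus 3 SD, cut at about 30% in these data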;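 further: inhibitors block probe labeling of enzyme so polarization drops; 0% = enzyme with DMSO and 100% = wells lacking PAFAH2 protein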
PAD4 inh: human PAD4 inhibitors, primary screen, biochemical, fluorescence polarization, 1536-well format | Protein-arginine deiminase type-4 (Homo sapiens), Q9UM07 | recombinant PAD4, RCA probe fluorescence polarization | inhibition, % at 6.36 µM | 330,000 compounds, 0.41% hits;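 active means percent inhibition above a cutoff equal to the mean of all tested compounds plus 3 SD, cut at about 15% in these data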;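 further: 0% = PAD4 with RCA probe and DMSO and 100% = probe without PAD4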
GSTO1 counter: inhibitors of recombinant GSTO1, primary screen, counter-screen for RBBP9 inhibitor project, biochemical, fluorescence polarization | inhibition, % at 5.96 µM | 300,000 compounds, 1.1% hits | activity-based probe fluorescence polarization | AID 1974, 2009;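 active means inhibition above the campaign mean inhibition plus 3 SD, cut at about 35% in these data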;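 further: 0% = GSTO1-1 with DMSO and 100% = wells lacking GSTO1-1 enzyme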
LYPLA1 inh: LYPLA1 inhibitors, primary screen, counter-screen for PME1 inhibitor project, biochemical, fluorescence polarization, FP-Rh probe ABPP | AID 2174, 2009 | recombinant LYPLA1 | inhibition, % at 5.9 µM | 320,000 compounds, 0.16% hits;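 active means inhibition above the mean of all tested compounds plus 3 SD, set per campaign, cut at about 14% in these data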;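 further: inhibitors block serine hydrolase probe labeling of LYPLA1 so polarization falls; 0% = enzyme with DMSO and 100% = wells lacking LYPLA1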
PAFAH1B3 FP inh: PAFAH1B3 enzyme inhibitors, primary screen, biochemical, fluorescence polarization, human | Platelet-activating factor acetylhydrolase IB subunit alpha1 (Homo sapiens), Q15102 | recombinant PAFAH1B3, FP-rhodamine probe | inhibition, % at 3.39 µM | 340,000 compounds, 0.28% hits;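 active means inhibition above the screen-wide average of all tested compounds plus 3 SD, cut at about 25% in these data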;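 further: 0% = enzyme with DMSO only and 100% = wells lacking PAFAH1B3 protein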
Target sequence (Q15102 whole entry, looked up): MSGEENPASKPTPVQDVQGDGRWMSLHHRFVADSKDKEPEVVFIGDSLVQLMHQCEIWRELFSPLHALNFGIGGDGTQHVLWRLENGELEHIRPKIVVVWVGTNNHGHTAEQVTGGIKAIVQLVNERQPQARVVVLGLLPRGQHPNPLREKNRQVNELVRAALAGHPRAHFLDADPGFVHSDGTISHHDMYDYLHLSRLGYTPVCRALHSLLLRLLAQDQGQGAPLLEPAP
LYPLA2 inh: LYPLA2 inhibitors, primary screen, counter-screen for PME1 inhibitor project, biochemical, fluorescence polarization, FP-Rh probe ABPP; Acyl-protein thioesterase 2 (Homo sapiens), O95372; recombinant LYPLA2; inhibition, % at 5.9 µM; 320,000 compounds, 0.38% hits; AID 2177, 2009;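 active means inhibition above the screen-wide mean plus 3 SD, limit set per campaign, cut at about 26% in these data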;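 further: 0% = LYPLA2 with DMSO and 100% = wells lacking LYPLA2 enzyme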
PREPL inhibitor: PREPL enzyme inhibitors, primary screen, biochemical, fluorescence polarization | 320,000 compounds, 0.68% hits | Prolyl endopeptidase-like (Homo sapiens), Q4J6C6 | recombinant PREPL, fluorescence polarization activity-based probe | inhibition, % at 5.96 µM; in the data active means inhibition above about 43%;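 further: 0% = enzyme with DMSO and 100% = wells lacking enzyme; many of its hits are not listed in these tables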
Target sequence (Q4J6C6 whole entry, looked up): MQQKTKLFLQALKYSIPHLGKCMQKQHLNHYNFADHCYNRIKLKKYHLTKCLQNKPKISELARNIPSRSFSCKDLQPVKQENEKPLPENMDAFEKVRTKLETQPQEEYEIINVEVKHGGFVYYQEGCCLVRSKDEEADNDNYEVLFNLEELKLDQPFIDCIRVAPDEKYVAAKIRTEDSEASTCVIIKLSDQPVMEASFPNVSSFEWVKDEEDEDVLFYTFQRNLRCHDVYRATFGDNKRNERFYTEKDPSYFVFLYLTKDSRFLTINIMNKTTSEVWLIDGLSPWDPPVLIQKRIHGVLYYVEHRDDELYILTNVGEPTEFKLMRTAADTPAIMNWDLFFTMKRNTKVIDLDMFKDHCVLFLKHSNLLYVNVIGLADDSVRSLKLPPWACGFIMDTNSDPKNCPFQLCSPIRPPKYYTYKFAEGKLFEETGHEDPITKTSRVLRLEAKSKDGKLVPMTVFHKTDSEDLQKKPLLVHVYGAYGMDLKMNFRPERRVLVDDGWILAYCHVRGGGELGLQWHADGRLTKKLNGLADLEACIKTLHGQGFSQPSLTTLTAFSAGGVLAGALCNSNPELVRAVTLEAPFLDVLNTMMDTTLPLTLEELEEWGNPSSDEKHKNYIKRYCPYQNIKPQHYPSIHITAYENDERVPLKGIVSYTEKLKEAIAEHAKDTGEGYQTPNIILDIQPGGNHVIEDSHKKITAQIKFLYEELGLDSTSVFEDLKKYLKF
Numbers without * were called inactive; · = no result given. The list is partial; the hit share may differ from the screen's.

SMILES	PAFAH1B2 inh	pPAFAH FP inh	PAFAH2 inh	PAD4 inh	GSTO1 counter	LYPLA1 inh	PAFAH1B3 FP inh	LYPLA2 inh	PREPL inhibitor
CC1(C)OC(=O)C(=NNc2ccccc2[N+](=O)[O-])C(=O)O1	7	-4	2	3	-7	-2	2	-6	-6
Oc1c(Br)cc(Br)cc1C=Nc1cccnc1	4	7	6	-11	4	0	4	-4	7
COCCn1c(SCC(=O)Nc2ccccc2)nnc1-c1ccoc1C	4	1	4	-1	7	1	6	-4	0
OC1(c2cccc(F)c2)CCN(Cc2ccncc2)CC1	2	-4	1	3	12	1	0	4	11
CC(=O)Oc1ccc(C(=O)Nc2ccccc2C(=O)N2CCCCC2)cc1	2	6	2	-2	0	5	4	9	1
CCOC(=O)CNS(=O)(=O)c1ccc(S(=O)(=O)NC2CC2)cc1	3	-3	1	-3	2	-1	13	-1	5
Cc1onc(-c2ccccc2Cl)c1C(=O)NCc1ccccn1	4	0	-2	2	1	2	6	4	4
Cc1c(Cl)cccc1NC(=O)CCN1C(=O)C2CC=CCC2C1=O (centres undefined)	5	7	2	-2	-6	2	2	-2	3
CCN(CC(=O)Nc1ccc(NC(C)=O)cc1)C(=O)c1ccccc1SCc1c(C)noc1C	3	2	8	-1	-2	2	7	-1	5
O=C(c1cc(Cl)ccc1Cl)N1CCc2ccccc21	5	0	0	-7	-5	-2	8	-7	-2
O=C(Cn1ccn(-c2ccc(F)c(F)c2)c(=O)c1=O)NCCc1ccccc1	6	-3	-3	-9	-1	-3	8	-8	6
O=C1c2ccccc2C(=O)C1c1ccc(Br)cc1	5	10	11	-1	2	-3	3	-1	1
CC(C)NS(=O)(=O)c1ccc(OCC(=O)N2CCN(c3ccccc3)CC2)cc1	-4	9	6	2	0	3	-8	4	5
CC(C)(C)CC(C)(C)N1CNC(=S)NC1	9	2	11	0	-1	2	5	2	-7
CCc1nnc(NC(=O)CN2CCN(Cc3ccc(C)cc3)CC2)s1	5	3	8	0	5	-1	15	-6	9
CCOC(=O)Nc1c(Cl)n(C)c(=O)n(C)c1=O	0	4	-6	3	3	3	0	5	10
COc1nccnc1NS(=O)(=O)c1ccc(NC(=S)NC(=O)c2ccc(F)c(F)c2)cc1	5	1	5	-3	2	1	6	4	5
CC(=O)c1sc(NC(=O)c2cc(-c3ccccc3)nn2-c2ccccc2)nc1C	4	10	-7	0	-9	0	-2	-1	-15
CCC1CCCCN1C(=O)c1cccc(S(=O)(=O)Nc2cc(C(F)(F)F)ccc2Cl)c1 (centres undefined)	8	12	4	0	0	1	3	1	3
CC(C)Cn1c(SCC(=O)N2CCCc3ccccc32)nc2ccccc2c1=O	·	6	·	0	9	-3	·	1	12
Cc1cc(C(=O)c2ccc3ccccc3c2)c(C)o1	·	7	·	-4	3	2	·	4	-1
O=C(CCCN=C1NS(=O)(=O)c2ccccc21)OCc1cc([N+](=O)[O-])cc2c1OCOC2	4	2	-5	-10	-3	1	2	2	4
O=[N+]([O-])c1ccccc1N/N=C/c1ccccc1	0	0	-7	4	3	-4	9	-5	-6
Cc1ccc(S(=O)(=O)N(C)c2ccc(OCC(=O)OCc3ccc(C#N)cc3)cc2)cc1	7	9	-2	0	·	·	10	·	8
Cc1ccc(Nc2nc3c([nH]2)c(=O)n(C)c(=O)n3C)cc1	8	2	-2	1	-4	2	5	2	21
Cc1ccc(NC(=O)c2ccccc2NC(=O)CCC(=O)O)cc1	1	1	-12	-4	2	-5	9	1	-1
Cc1ccc(C(=O)Nc2c(C#N)c(C)c(C)n2Cc2ccccc2)cc1	1	-2	-3	-3	1	-3	7	-2	-1
CCOCCCNC(=O)C(c1ccc(Cl)cc1)N(Cc1ccc2c(c1)OCO2)C(=O)CNC(C)=O (centres undefined)	2	-2	3	0	10	0	3	-6	8
CCOC(=O)c1ccc(NC(=O)c2cccc(C)c2[N+](=O)[O-])cc1	-8	-3	1	-4	4	-3	7	-1	1
Cc1ccc(C)c(CN2C(=O)CSc3ccc(C(=O)N4CCCC4)cc32)c1	6	8	2	2	5	3	2	3	14
O=C(O)[C@@H](c1ccccc1)N1Cc2ccccc2C1=O	5	2	8	1	8	-2	3	7	-6
Cn1nc(C(F)(F)F)c2cc(C(=O)Nc3ccc(F)c(Cl)c3)sc21	-4	-12	-29	-3	-45	-48	-10	-93	5
Cn1c(=O)c2c(nc(NCCOc3ccc(C(C)(C)C)cc3)n2C)n(C)c1=O	2	7	2	0	1	1	2	2	5
CN(Cc1ccccn1)Cc1nc(Cc2ccccc2Cl)no1	1	1	12	-5	-11	1	6	1	5
COc1nnc(-c2ccc(N3CCOCC3)c(NC(=O)c3ccco3)c2)c2ccccc12	-3	1	-8	1	5	-3	7	4	1
O=C1NC(=O)/C(=C\c2ccc(Cl)nc2)S1	4	0	-8	-5	0	-3	6	1	-2
O=C(OCc1csc(-c2ccccc2)n1)c1ccccc1O	5	2	-2	-4	1	-1	1	-1	-10
COc1cccc(CN2CCNC(=O)C2CC(=O)N(C)CCc2ccccn2)c1OC (centres undefined)	·	0	·	-2	1	1	·	-7	4
COc1cc2[nH]c(C(=O)NCC3CCCO3)cc2c(OC)c1OC (centres undefined)	9	7	-4	1	3	1	7	-3	-5
Cc1ccc(NC(=S)NNC(=O)c2cn(C)nc2C)cc1	4	2	-5	4	7	-2	8	1	-5
CCCCOc1ccc(C(=O)NCC(=O)NCC(=O)OCC)cc1	1	-3	-28	-7	2	-3	-3	-3	15
Cc1cccc(Oc2nccc(C(F)(F)F)c2C(=O)Nc2ccc(F)cc2F)c1	1	-3	3	2	-2	4	8	1	11
Cc1[nH]c2ccccc2c1CCNC(=O)c1ccc2nccnc2c1	-1	2	-1	0	3	0	0	3	3
COc1ccc(OC)c(C2CC(=O)OC3=C2C(=O)CC(C)(C)C3)c1 (centres undefined)	6	4	9	-1	23	0	3	2	-5
CCCCn1c(N)c(N(CC(C)C)C(=O)c2ccc(N3C(=O)c4ccccc4C3=O)cc2)c(=O)[nH]c1=O	-1	-9	-8	-4	3	-8	5	-15	-2
COc1ccc(OC)c(/C=N/c2oc(-c3ccco3)c(-c3ccco3)c2C#N)c1	5	30*	11	-6	17	-1	5	3	6
Cc1cc(=O)[nH]c(SCC(=O)c2ccc(O)c(O)c2)n1	4	5	7	7	32	-2	10	-2	2
O=C(CN1C(=O)c2ccccc2C1=O)Nc1sc2c(c1C(=O)NCC1CCCO1)CCC2 (centres undefined)	4	1	-6	4	-3	1	0	5	3
FC(F)(F)c1cccc(Nc2nc(N3CCOCC3)nc(N3CCOCC3)n2)c1	1	5	-7	4	3	-6	4	-9	-4
CCC(C(=O)N1CCCCCC1)n1nc(C)n2c(cc3occc32)c1=O (centres undefined)	4	1	-2	1	-6	2	-4	5	17
O=C(C1=C[C@H](C2CC2)C[C@H](OCCCCO)O1)N1CCN(Cc2ccccc2)CC1	3	5	-2	-2	-8	1	-2	-5	9
O=C(c1cccs1)[C@@H]1[C@@H]2C(=O)N(Cc3ccc4c(c3)OCO4)C(=O)[C@@H]2C2c3ccccc3C=CN21 (some centres undefined)	·	13	·	1	38*	-1	·	-8	0
Cc1ccc2[nH]c(=O)c(CN(CC3CCCO3)S(=O)(=O)c3cccc4nsnc34)cc2c1 (centres undefined)	4	9	3	-3	2	0	3	3	7
O=C(c1cccc2ccccc12)C1CCCN(C(=O)CCc2cnccn2)C1 (centres undefined)	8	0	-7	0	2	1	-1	-6	11
O=C(COc1ccccc1)N=C1SC2CS(=O)(=O)CC2N1Cc1ccccc1 (centres undefined)	-3	-2	0	0	8	-1	-1	3	1
O=C(CCC1CCCC1)Nc1cc(Cl)ccc1N1CCOCC1	1	2	0	2	·	1	2	5	22
Oc1ccc(O)c(/C(=N/Nc2ccccc2)c2ccccc2)c1	·	44*	·	-15	40*	-1	·	1	10
C=CCNC(=O)c1ccccc1NS(=O)(=O)c1ccc(SC)cc1	-3	6	4	2	2	5	-4	6	8
CCOC(=O)C(Oc1ccc2c(-c3ccccc3)cc(=O)oc2c1C)c1ccccc1 (centres undefined)	-1	7	5	-6	8	-2	5	3	0
CC(OC(=O)c1cccnc1Cl)C(=O)NCc1ccccc1 (centres undefined)	5	1	4	3	·	0	0	-4	-6
(further entries)
SMILES	PAFAH1B2 inh	pPAFAH FP inh	PAFAH2 inh	PAD4 inh	GSTO1 counter	LYPLA1 inh	PAFAH1B3 FP inh	LYPLA2 inh	PREPL inhibitor
O=C(CN1C(=O)NC2(CCCC2)C1=O)OCc1ccc(F)cc1	2	6	4	-2	11	-1	10	10	-4
COC(=O)C1=CNC=C(C(=O)OC)C1c1cccc2ccccc12	-3	8	-16	-5	-2	0	11	-4	1
Cc1ccc(C)c(Nc2nc3c(S(=O)(=O)c4ccccc4)nnn3c3ccccc23)c1	4	5	0	-3	2	1	9	2	-4
c1ccc(Cc2nc(-c3ccccn3)no2)cc1	4	-4	3	-1	0	1	18	5	7
C=C(C)CSc1nc(C)c(Cc2ccccc2)c(=O)[nH]1	-3	6	9	-2	-3	1	-8	5	3
COc1cccc(C(=O)C2CCCN(Cc3cn(C)nc3-c3ccccc3)C2)c1 (centres undefined)	3	6	9	4	1	0	-1	5	0
Cc1nc(=O)c(-c2ccccc2)c(C)n1Cc1ccccc1	0	2	-2	1	2	-1	2	-3	-5
COc1cc(/C=N/NC(=O)c2ccccn2)ccc1OC(=O)c1ccccc1Br	-11	2	-14	-1	-5	-18	-2	-26	25
O=C(NN1C(=O)c2ccccc2NC1c1ccccc1OCc1ccccc1)c1ccncc1 (centres undefined)	-3	6	3	-3	-2	-2	1	3	-45
O=C(Nc1ccccc1)c1cnc[nH]1	-2	1	0	-4	7	0	4	-2	-5
CN(C)N=C1c2cc(S(=O)(=O)N3CCOCC3)ccc2-c2ccc(S(=O)(=O)N3CCOCC3)cc21	1	1	-8	-6	2	7	1	7	-1
CCOc1ccccc1NS(=O)(=O)c1cc2c3c(c1)C(C)C(=O)N3CCC2 (centres undefined)	4	5	6	1	10	-1	6	-1	1
O=C(CNC(=O)c1ccccc1F)NC1=NCCS1	2	2	4	1	-2	-1	6	-3	-3
NC(=O)CC(NC(=O)Cc1ccc(Br)cc1)c1ccc(N2CCC(Cc3ccccc3)CC2)c([N+](=O)[O-])c1 (centres undefined)	-8	3	-9	-2	-18	-11	-3	-16	0

Structures shown so far containing a thiophene ring, fused or not (3):
SMILES	PAFAH1B2 inh	pPAFAH FP inh	PAFAH2 inh	PAD4 inh	GSTO1 counter	LYPLA1 inh	PAFAH1B3 FP inh	LYPLA2 inh	PREPL inhibitor
Cn1nc(C(F)(F)F)c2cc(C(=O)Nc3ccc(F)c(Cl)c3)sc21	-4	-12	-29	-3	-45	-48	-10	-93	5
O=C(CN1C(=O)c2ccccc2C1=O)Nc1sc2c(c1C(=O)NCC1CCCO1)CCC2 (centres undefined)	4	1	-6	4	-3	1	0	5	3
O=C(c1cccs1)[C@@H]1[C@@H]2C(=O)N(Cc3ccc4c(c3)OCO4)C(=O)[C@@H]2C2c3ccccc3C=CN21 (some centres undefined)	·	13	·	1	38*	-1	·	-8	0
